Bioassay records (PubChem BioAssay)
PvdQ acylase: blocks Pseudomonas aeruginosa PvdQ acylase activity; inhibition, % at 10 µM; purified PvdQ acylase, fluorescence plate reader; 0.063% of 340,000 active; AID 488965; in the data active = inhibition above about 30%, passing the limit was not always enough;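 note: 0% = vehicle neutral wells and 100% = reference inhibitor wells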
C-LANA FP: KSHV C-LANA DNA binding inhibition. inhibition, % at 9 µM. MBP-C-LANA/FAM-LBS DNA binding, fluorescence polarization. 0.078% of 340,000 active;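 active = highest replicate inhibition at or above 60% at 9 µM, even if other replicates fall short; inactive = all replicates below 60% inhibition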;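 note: 0% = neutral control wells and 100% = 4 µM acridine orange control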
Cardiac RTF inh: cardiac RTF calcium desensitization; P19429+P45379; IANBD-labeled cardiac RTF, Ca2+ fluorescence; inhibition, % at 7.15 µM; 0.12% of 340,000 active; AID 493244;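 active = inhibition above the mean inhibition of all tested compounds plus 3 SD, cut at about 17% in these data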;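 note: assay run at fixed EC70 calcium of 1.6 mM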
NSD2 inh: inhibitors of human histone methyltransferase NSD2 | O96028 | NSD2 peptide methylation, AlphaScreen, 120 min | inhibition, % at 12.5 µM | 0.54% of 310,000 active; in the data active = inhibition above about 50%
Mot1-301 SUMO: blocks SUMOylation pathway, rescuing yeast Mot1-301 growth. S. cerevisiae Mot1-301 growth rescue, ATP luminescence, 38.5C; percent above DMSO median, 100 means doubled. growth rescue, % at 18.8 µM. 1% of 320,000 active. AID 2716;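 active = every valid replicate shows activation above 250% relative to neutral control wells; inactive = the rest, any valid replicate at or below 250%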;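 note: OY570 slx delta 5 strain wells were the positive control but not used for scaling; some compounds called inactive have numbers as strong as hits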
dFosB activator: mouse delta FosB homodimer activation. P13346. AID 493131. purified delta FosB, TAMRA-CDK5 oligo fluorescence polarization; percent of positive-control signal above neutral wells. 0.99% of 340,000 active. activation, % at 25 µM;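 active = mean activation above about 17%, with every replicate also reaching it, limit read from the data, passing the limit was not always enough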;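 note: fluorescence polarization rise as delta FosB binds a TAMRA Cdk5 AP-1 oligo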
Target sequence (P13346 whole entry, looked up): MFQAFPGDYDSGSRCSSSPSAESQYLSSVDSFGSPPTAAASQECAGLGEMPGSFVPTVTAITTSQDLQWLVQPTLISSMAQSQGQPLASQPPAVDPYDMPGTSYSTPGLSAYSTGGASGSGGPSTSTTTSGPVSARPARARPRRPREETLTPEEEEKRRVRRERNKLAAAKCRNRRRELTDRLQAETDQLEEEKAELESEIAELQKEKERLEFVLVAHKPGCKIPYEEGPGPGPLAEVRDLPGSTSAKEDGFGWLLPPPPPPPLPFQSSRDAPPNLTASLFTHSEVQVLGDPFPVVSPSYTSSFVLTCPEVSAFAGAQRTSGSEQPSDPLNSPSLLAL
Rtt109 Vps75: C. albicans Rtt109 histone acetyltransferase inhibition; Q5AAJ8; purified Rtt109/Vps75, ThioGlo CoA-SH fluorescence, 4 h; inhibition, % at 34.9 µM; 0.16% of 330,000 active; AID 540336;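 active = inhibition of at least 50% in every replicate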
CDK5 p35 inh: CDK5/p35 (human) kinase inhibition | Q00535+Q15078 | Recombinant CDK5/p35, ADP-Glo luminescence, 60 min | inhibition, % at 10 µM | 0.01% of 330,000 active | AID 488839;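 active = highest replicate inhibition of at least 50% and at least 75% of replicates reaching 50%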;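 note: plate controls were DMSO neutral control for no effect and GW8510 at 10 µM for full effect; many of its hits are not listed in these tables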
cardiac RTF act: cardiac RTF calcium sensitization; P19429+P45379; activation, % at 7.2 µM; AID 493008; IANBD-labeled TnC RTF fluorescence at EC20 calcium; 0% EC20 calcium, 100% full calcium; 0.24% of 340,000 active;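 active = activation above the mean over all tested compounds plus 3 SD, cut at about 30% in these data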;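 note: rise in fluorescence read as greater calcium sensitivity of cardiac thin filaments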
Keap1 Nrf2 FP: inhibitors of human Keap1-Nrf2 protein-protein interaction. inhibition, % at 9.4 µM. 0.15% of 340,000 active. Q14145. Keap1 Kelch-Nrf2 peptide fluorescence polarization, 1536-well; in the data active = inhibition above about 12%;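 note: human Keap1 Kelch domain with fluorescein labeled Nrf2 9mer peptide probe; 0% = neutral control wells and 100% = peptide positive control; higher means more block of Keap1 binding to Nrf2 peptide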
Target sequence (Q14145 whole entry, looked up, the tested form may be a part): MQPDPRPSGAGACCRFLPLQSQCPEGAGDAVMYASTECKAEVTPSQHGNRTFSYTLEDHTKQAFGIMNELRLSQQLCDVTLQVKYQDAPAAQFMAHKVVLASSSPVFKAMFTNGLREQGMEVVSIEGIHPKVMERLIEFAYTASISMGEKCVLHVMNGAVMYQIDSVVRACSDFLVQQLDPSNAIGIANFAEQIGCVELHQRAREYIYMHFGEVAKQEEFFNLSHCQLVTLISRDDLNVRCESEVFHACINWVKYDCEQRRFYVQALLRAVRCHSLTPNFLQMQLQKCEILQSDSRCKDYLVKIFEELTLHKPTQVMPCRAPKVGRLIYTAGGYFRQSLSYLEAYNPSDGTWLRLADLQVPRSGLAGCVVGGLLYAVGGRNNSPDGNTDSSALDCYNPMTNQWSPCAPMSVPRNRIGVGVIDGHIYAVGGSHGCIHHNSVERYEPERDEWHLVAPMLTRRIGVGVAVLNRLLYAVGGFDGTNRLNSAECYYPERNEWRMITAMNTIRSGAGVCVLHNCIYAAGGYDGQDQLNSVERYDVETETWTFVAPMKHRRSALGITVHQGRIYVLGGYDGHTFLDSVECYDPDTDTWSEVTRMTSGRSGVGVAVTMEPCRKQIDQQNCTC
PfHsp90 set2: reduces growth (ATP signal) of yeast expressing P. falciparum Hsp90; 0.32% of 310,000 active; AID 504621; S. cerevisiae expressing PfHsp90, BacTiter-Glo ATP, 48 h; yeast lacking PDR1 and PDR3 efflux regulators; inhibition, % at 9.4 µM;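 active = every replicate shows inhibition above about 80%, whatever the replicate mean, limit read from the data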;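 note: 0% = DMSO neutral controls and 100% = 20 µM radicicol positive controls; yeast relying on Plasmodium falciparum Hsp90 in place of its own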
Starred values were filed as active, the others as inactive; nt = not tested or not shown.

Compound,PvdQ acylase,C-LANA FP,Cardiac RTF inh,NSD2 inh,Mot1-301 SUMO,dFosB activator,Rtt109 Vps75,CDK5 p35 inh,cardiac RTF act,Keap1 Nrf2 FP,PfHsp90 set2
O=C(NCc1ccco1)/C(=C/C=C\c1ccccc1)NC(=O)c1ccc(Br)o1,-12,0.3,6,2,-14,1,25,-0.1,4,-3,-7
CCOC(=O)c1sc(=NC(=O)c2ccc(Cl)s2)n(C)c1C,6,-1.4,-3,-4,1,-6,-15,0.2,-1,-2,2
COc1ccc(NC(=O)CSc2nnc(NC(=O)C3CC3)s2)cc1OC,-7,0.7,-9,-1,260,-8,-10,-0.3,1,1,-15
CSc1cccc(NC(=O)CN(C)S(=O)(=O)c2ccccc2)c1,-18,3.1,-11,0,7,4,nt,0.2,9,-2,13
CC1=C(C)CC(C(=O)NCc2ccccc2F)C(C(=O)O)C1 (centres undefined),-22,0.7,4,-3,2,-3,2,-2.8,0,0,-11
COc1cc(/C=C/C(=O)OCC(=O)c2ccc3c(c2)NC(=O)CO3)ccc1OC(F)F,-8,11,0,-1,-5,-9,-1,0.4,-2,21*,9
O=C(COc1ccccc1[N+](=O)[O-])Nc1cc(Cl)ccc1C(=O)O,-5,-1.1,4,-2,nt,-10,7,-2.7,-5,4,14
CCCCOc1ccc(C(=O)NCC(=O)NCCCn2nc(C)cc2C)cc1,-1,-3.1,-5,-1,-22,-16,8,0.4,-4,0,-23
CCN(CC)S(=O)(=O)c1ccc(C(=O)Oc2cc(C)[nH]c(=O)c2[N+](=O)[O-])cc1,-12,0.3,-20,-3,295,-5,-3,-0.4,-4,-2,-25
CC1CCN(S(=O)(=O)c2ccc(Cl)cc2)CC1,-11,1.5,-1,10,10,-5,0,-0.1,3,-4,-2
O=S(=O)(Nc1ncccn1)c1ccc(F)cc1,1,nt,-8,4,-2,-7,1,1.0,-8,6,-8
COc1ccc([C@H]2Cc3cc(O)cc(O)c3C(=O)O2)cc1O,2,2.4,-3,nt,-26,4,-2,1.2,-8,1,1
CC(=O)N1CCC(O)(c2ccc3c(c2)OCO3)CC1,-10,-0.8,-5,-2,-11,5,-7,-0.3,0,-4,8
COc1cccc(-c2nnc3n2N=C(c2cc(OC)ccc2OC)CS3)c1,-10,-0.4,-9,0,645,-22,-18,-0.1,5,-2,-5
CCCn1c(N)c(C(=O)CSc2nnc(C3CC3)n2Cc2ccccc2)c(=O)n(C)c1=O,-3,0.0,4,-2,55,4,3,0.1,-3,-5,-5
COc1ccc(CCC(=O)NCCc2ccc(Cl)cc2)cc1,-13,-0.7,-7,1,-14,2,0,0.6,2,-1,-31
OCCn1c(SCCOc2ccccc2F)nc2ccccc21,-12,0.2,-9,1,-2,3,2,0.3,2,5,4
COc1cccc(C(=O)Nc2cccc(NC(=O)c3ccccc3Cl)c2)c1,-4,1.2,2,-1,32,-9,-10,3.0,2,0,-10
S=C(NCCN1CCOCC1)Nc1ccc(Cl)cc1Cl,-10,1.5,-3,0,-3,-5,-4,0.9,7,-4,-10
CCOC(=O)NC(NC(=S)Nc1ccccc1OC)C(Cl)(Cl)Cl (centres undefined),13,-0.6,-12,0,222,-13,1,0.7,12,2,-20
CCOc1ccc(-n2c(O)c(/C=N/NC(=O)C3COc4ccccc4O3)c3ccccc3c2=O)cc1 (centres undefined),-11,-0.7,0,-3,48,-7,14,-0.4,3,-2,32
Cc1cccc(C(=O)NCC(=O)NC(C)c2ccc(-n3ccnc3)cc2)c1 (centres undefined),1,0.5,-5,0,9,-13,-11,-0.1,-7,1,-17
COc1ccc(NC(=O)CSc2nnc(Cc3cccn3C)n2-c2ccc(OC)cc2)cc1,-10,-0.5,-2,nt,-17,-9,-2,0.6,5,-5,6
C=C(C)C1CC=C(C)C(=NNC(=O)c2ccncc2)C1 (centres undefined),-9,2.0,1,0,nt,-4,-2,0.4,-5,2,7
COC(=O)C(NC(=O)CCC(=O)NC(C(=O)OC)c1ccccc1)c1ccccc1 (centres undefined),-8,-0.3,-3,nt,-13,-2,-4,-0.5,-1,-1,6
C=CCNC(=O)c1onc(CSc2ccc(Cl)cc2)c1C(=O)O,-17,1.1,-9,nt,-4,0,-19,-0.2,5,-5,14
Cc1cc(C)c(NC(=O)CSc2ccc(-c3cccnc3)nn2)c(C)c1,-2,0.9,5,nt,-4,7,7,0.7,-1,-1,16
CCC(=O)c1cc(F)ccc1OCC(=O)Nc1ccc2c(c1)OCCO2,-22,-1.4,6,-3,-12,3,4,-3.9,0,-4,3
COc1ccc(CNC(=O)CCSCc2ccccc2Cl)c(OC)c1,1,-2.0,-11,-1,-16,-6,-6,0.0,-1,0,1
CCOCCn1c(CN2CCN(c3ccc(F)cc3)CC2)nc2c1c(=O)n(C)c(=O)n2C,-10,2.2,-1,0,-5,-5,2,-0.5,-1,-4,23

The results go on.
Compound,PvdQ acylase,C-LANA FP,Cardiac RTF inh,NSD2 inh,Mot1-301 SUMO,dFosB activator,Rtt109 Vps75,CDK5 p35 inh,cardiac RTF act,Keap1 Nrf2 FP,PfHsp90 set2
O=C(c1ccccc1)N(Cc1ccc(F)cc1)C1CCS(=O)(=O)C1 (centres undefined),-8,-0.7,2,-1,-2,-1,6,-5.9,-1,-4,nt
CCCc1cc(=O)n2[nH]c(-c3ccc(C)cc3)cc2n1,-6,-1.7,-9,-1,11,-9,-6,-0.3,-5,3,nt
CCN(CC(=O)NCc1ccc(F)cc1)Cc1nc2ccccc2c(=O)[nH]1,-7,-1.2,10,-1,-29,-6,1,0.5,13,-4,nt
O=C(COc1ccccc1)NC(=S)Nc1cccc(NC(=O)c2ccccc2Cl)c1,-19,-1.0,-12,0,9,-8,-1,-6.1,20,-1,9
O=C1CNC(=O)/C1=C\c1ccc(O)cc1,0,1.5,5,0,92,5,-4,2.1,-7,-4,3
CCc1ccc(S(=O)(=O)N2c3ccc(C)cc3C3CN(C)CCC32)cc1 (centres undefined),2,-1.8,-4,6,-1,1,-2,0.2,-6,-2,-2
CCc1ccccc1-n1c(SCC(=O)Nc2ccc3c(c2)OCCO3)nc2[nH]ncc2c1=O,-14,-1.6,-1,-2,-23,-7,6,-0.3,1,1,-7
COCCNC(=O)C1CCN(S(=O)(=O)N2CCC3(CC2)OCCO3)CC1,-12,0.0,2,0,-4,3,-6,1.8,-3,1,-2
CCCC(=O)N(c1ccc(OCC)cc1)C1C=CS(=O)(=O)C1 (centres undefined),-13,1.0,-5,-2,-5,2,4,-0.8,5,2,4
O=C(Cn1cnc2cc([N+](=O)[O-])ccc2c1=O)NCCc1ccc(Cl)cc1,-2,-0.4,-6,nt,nt,-10,-1,-1.7,4,-3,nt
O=C(Nc1cccc(S(=O)(=O)N2CCCC2)c1)c1cccc(OC(F)F)c1,-15,-1.4,-6,-1,353*,-9,9,-0.2,-8,3,26
CNS(=O)(=O)c1cc(C(=O)NCc2ccco2)ccc1Cl,-4,-0.7,-5,0,8,-1,2,1.2,-1,-1,nt
COc1ccc(CC(=O)NC(C)c2ccc(S(N)(=O)=O)cc2)cc1S(=O)(=O)N1CCOCC1 (centres undefined),-17,-1.3,3,0,18,1,1,0.4,-3,-5,9
Cn1c(-[n+]2c(-c3ccccc3)cc(-c3ccccc3)cc2-c2ccccc2)nc2c([N+](=O)[O-])cccc21,21,-1.5,4,5,64,-8,4,-0.1,2,-3,-4
CCN(CC)CC(=O)N1CCCC(N2CCN(c3cccc(C(F)(F)F)c3)CC2)C1 (centres undefined),-2,-1.9,-10,10,100,-3,-8,-1.2,-5,-2,8
CCOC(=O)c1cccnc1NC(=O)c1ccncc1,1,0.6,-2,-1,-9,-9,nt,-0.5,-2,-1,1
COc1cccc(OC)c1OCCN1CCCC1,-7,-1.3,2,0,71,-3,-2,-1.7,0,-3,-9
COc1ccc2c(C#N)c3ccccn3c2c1,-7,1.2,-6,52*,0,-10,nt,0.7,1,1,-34
Cc1ccc(NC(=O)c2cc(NC(=O)c3ccccc3C(=O)O)ccc2N2CCCCC2)cc1,-7,0.6,-14,7,14,-14,-5,-0.7,-1,-2,-37
Cc1c(C(=O)c2ccccc2)c(=O)n(C)c(=O)n1C,-16,-0.8,0,0,-4,-4,3,-1.3,1,-8,11
CC(=O)N1CCN(CC(=O)Nc2ccccc2C(=O)NCc2ccc(C)cc2)CC1,3,0.0,-2,-1,9,1,-2,0.1,0,1,-9
COc1ccc(NC(=O)CSc2nnc(C(C)C)n2N)cc1,-12,-0.2,-11,-1,-5,1,-7,-3.0,-1,1,16
O=S(=O)(Nc1nc2ccccc2nc1N1CCN(c2ccccn2)CC1)c1ccc(Cl)cc1,2,6.8,-41,6,nt,-12,12,-2.0,25,4,104*
O=C(NCC1CCCO1)c1cc2c(s1)CCC2 (centres undefined),-3,1.4,3,-1,-12,0,-10,-1.9,0,2,-14
CCN(CC)CCNc1nc(-n2nc(C)cc2C)nc2sc3c(c12)CC(C)(C)OC3,-4,-2.7,6,38,2,0,2,0.7,-5,-1,18
Cc1cc(S(=O)(=O)NCc2ccc(S(N)(=O)=O)cc2)c(C)s1,1,0.9,0,-1,328,4,-5,-0.6,-1,2,10
CCOC(=O)c1c(NC(=O)CN2CCOCC2)sc(C(=O)NC)c1C,-7,-2.4,-11,0,nt,-4,0,-3.4,2,-2,-5
